Screening data as filed in PubChem BioAssay.
BAZ2B block: BAZ2B (human) inhibition. Q9UIF8. Potency, µM (titrated, usually from 114 µM), without a hit: at the highest dose activity change, negative = inhibition, actives largely listed as inhibitors. AlphaScreen BAZ2B-H3K14Ac peptide displacement. AID 504333. 4.4% of 360,000 active; note: % is set by controls: 0 for no effect and ±100 for the full control effect; nearly all actives have a fitted effect of over 60% in size
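BAZ2B 50 nM plus b-H3(5-23)K14Ac 50 nM, PBS pH 7.4/0.01% Tween-20, 30 min RT; compound added (max 110 uM), 30 min RT; streptavidin donor/Ni-chelate acceptor beads 10 ug/mL final, 20 min dark; AlphaScreen read.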
BLM inh: Bloom syndrome helicase (human) inhibition; recombinant BLM DNA unwinding, fluorescence dequenching; Potency, µM (highest dose often 56.1 µM), inactives show top-dose activity change, negative = inhibition, hits mostly inhibitors; 0.2% of 350,000 active; AID 2528;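 note: plate controls were vehicle for no effect and no enzyme for full effect; nearly all actives have a fitted effect of over 35% in size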
Pol iota inh: blocks human DNA polymerase iota activity. Pol iota fluorescent replication assay, 10 min. Potency, µM (titrated, usually from 115 µM), without a hit: at the highest dose activity, negative = inhibition, hits mostly inhibitors. 1% of 390,000 active. AID 588590
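Pol iota at 10 nM preincubated 15 min with compounds at room temperature; reaction started with fluorescent substrate, 50 nM final. Fluorescence read kinetically at 0 and 10 min; buffer-only wells as negative control.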
POLK inh: blocks human DNA polymerase kappa activity; 0.53% of 400,000 active; Potency, µM (series often up to 107 µM), for the others: top-dose activity, negative = inhibition, most hits filed as inhibitors; Q9UBT6; purified Pol kappa, fluorescent DNA synthesis assay, 10 min; note: % is set by controls: 0 for no effect and ±100 for the full control effect
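10 nM Pol kappa was preincubated with compounds for 15 min at room temperature. Reaction started with 50 nM (final) substrate. Fluorescence read kinetically at 0 and 10 min.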
APE1 inh: blocks human APE1 abasic DNA cleavage; Potency, µM (top dose mostly 65.8 µM), for inactives: top-dose activity change, negative = inhibition, most hits filed as inhibitors; P27695; AID 2517; recombinant APE1, TAMRA/BHQ-2 abasic DNA cleavage fluorescence; 0.35% of 350,000 active;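 note: plate controls were vehicle for no effect and reference inhibitor for full effect; nearly all actives have a fitted effect of over 55% in size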
Target sequence (P27695 whole entry, looked up): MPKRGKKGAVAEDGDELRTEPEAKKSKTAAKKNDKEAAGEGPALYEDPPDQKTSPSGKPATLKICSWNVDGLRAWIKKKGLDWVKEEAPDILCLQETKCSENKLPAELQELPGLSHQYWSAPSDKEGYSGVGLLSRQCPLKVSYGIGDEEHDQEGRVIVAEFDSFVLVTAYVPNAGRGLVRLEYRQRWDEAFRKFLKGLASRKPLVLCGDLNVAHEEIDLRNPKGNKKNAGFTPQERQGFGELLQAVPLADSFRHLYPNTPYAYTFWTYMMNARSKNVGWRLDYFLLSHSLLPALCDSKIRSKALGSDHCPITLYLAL
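Kinetic fluorescence read (525 ex/598 em nm, three reads 60 s apart) of AP-site incision; signal = third minus first read. Enzyme 0.75 nM, dual-labelled THF duplex 50 nM, compound preincubation 15 min RT.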
Anesthetic bind: binds horse apoferritin like a general anesthetic. apoferritin/1-aminoanthracene competitive binding, fluorescence. Potency, µM (titrated, usually from 77.5 µM), for inactives: at the top dose activity change, negative = displacement, most hits filed as inhibitors. 0.074% of 350,000 active; note: % is set by controls: 0 for no effect and ±100 for the full control effect; nearly all actives have a fitted effect of over 20% in size
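Read-out: endpoint 1-AMA fluorescence, excitation 380 nm and emission 535 nm, after compounds sit 10 min at room temperature with 10 uM horse-spleen apoferritin in 50% saturated 1-AMA/PBS. Values come from four-parameter Hill fits.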
POLH inh: inhibitors of human DNA polymerase eta. Q9Y253. recombinant Pol eta, fluorescent DNA replication assay. Potency, µM (highest dose often 114 µM), without a hit: at the highest dose activity change, negative = inhibition, usual class: inhibitors. 1.2% of 390,000 active. AID 588591; note: % is set by controls: 0 for no effect and ±100 for the full control effect
Target sequence (Q9Y253 whole entry, looked up): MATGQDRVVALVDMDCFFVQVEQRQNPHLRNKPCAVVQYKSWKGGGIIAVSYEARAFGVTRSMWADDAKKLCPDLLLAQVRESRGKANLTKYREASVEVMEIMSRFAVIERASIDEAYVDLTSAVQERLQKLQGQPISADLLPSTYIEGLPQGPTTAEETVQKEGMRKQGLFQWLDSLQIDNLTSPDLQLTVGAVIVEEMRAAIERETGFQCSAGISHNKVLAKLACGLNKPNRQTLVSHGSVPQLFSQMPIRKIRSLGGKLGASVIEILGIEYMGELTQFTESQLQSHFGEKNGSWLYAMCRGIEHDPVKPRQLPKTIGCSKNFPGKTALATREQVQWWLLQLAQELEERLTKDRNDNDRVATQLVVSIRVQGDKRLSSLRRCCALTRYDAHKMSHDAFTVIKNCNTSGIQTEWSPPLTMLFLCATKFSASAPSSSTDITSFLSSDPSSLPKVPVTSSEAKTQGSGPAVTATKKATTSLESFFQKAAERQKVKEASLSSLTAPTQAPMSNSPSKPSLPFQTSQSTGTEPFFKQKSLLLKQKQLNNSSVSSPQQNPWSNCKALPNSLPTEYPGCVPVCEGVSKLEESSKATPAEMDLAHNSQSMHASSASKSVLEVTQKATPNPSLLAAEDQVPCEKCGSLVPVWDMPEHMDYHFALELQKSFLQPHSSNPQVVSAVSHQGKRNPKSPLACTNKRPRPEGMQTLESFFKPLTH
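Pol eta (10 nM) was preincubated with compounds for 15 min at room temperature, after which fluorescent replication substrate (50 nM final) was added to start the reaction. Fluorescence was read kinetically at 0 and 10 min.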
G9a inh: G9a (human) methyltransferase inhibition. Q96KQ7. G9a H3K9 monomethylation, AlphaScreen, 2 h. Potency, µM (highest dose often 102 µM), for the others: top-dose activity, negative = inhibition, hits mostly inhibitors. 8.8% of 350,000 active. AID 504332; note: % is set by controls: 0 for no effect and ±100 for the full control effect; nearly all actives have a fitted effect of over 75% in size
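Signal arises when biotinylated H3K9 peptide, once monomethylated, bridges streptavidin donor and antibody-captured acceptor beads. Enzyme at 20 nM was preincubated 15 min with test compounds; peptide 500 nM and SAM 20 uM then reacted for 2 h.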
POLB inh: DNA polymerase beta (human) inhibition; P06746; Pol beta primer extension/strand displacement, fluorescence kinetic; Potency, µM (highest dose often 114 µM), for inactives: at the top dose activity change, negative = inhibition, actives largely listed as inhibitors; 1.3% of 340,000 active; note: % is set by controls: 0 for no effect and ±100 for the full control effect
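Kinetic readout of DNA synthesis with strand displacement by Pol beta. Compound and 10 nM enzyme sit 15 min at room temperature; 50 nM substrate starts the reaction, read immediately and at 10 min.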
Active calls of the source: *; & = joins results of further samples; [ ] = another dose, or the depositor's remark. Calls come from the whole dose curve; as a rule, active = well fitted curve in the direction sought with a large enough effect; inconclusive = small, poorly fitted or top-dose-only effect, or another doubt; inactive = no such curve, though single readings can be large; an effect the other way counts as inactive or inconclusive. Potency is the fitted concentration of half-maximal effect. This is a subset; count on the stated rates, not on these rows.

For COc1cccc(N2CC(NC(=O)c3ccc4c(c3)OCO4)CC2=O)c1 (configuration not stated) the results were BAZ2B block -3%, BLM inh 2%, Pol iota inh 8%, POLK inh -3%[60.1 µM], Anesthetic bind 2%, POLH inh -2%, G9a inh 12%[59 µM] and POLB inh 21%.
`CC(=O)Nc1ccc2nc(NC(=O)CS(=O)(=O)c3ccc(C)cc3)sc2c1` gave BAZ2B block -20%, BLM inh 1%, Pol iota inh -11%, POLK inh -6%[60.1 µM], Anesthetic bind -3%, POLH inh -4%, G9a inh inconclusive and POLB inh 21%.
`Cc1cc(C)c(C)c(S(=O)(=O)N(C)CCc2ccccn2)c1C` gave Pol iota inh 14%, POLK inh -11%, APE1 inh 27% and POLH inh -6%.
O=C(c1ccccc1)C1CCc2occc2C1=O (configuration not stated) was read as BAZ2B block 1%, BLM inh -1%, Pol iota inh -1%, POLK inh -10%, APE1 inh -4%, Anesthetic bind inconclusive, POLH inh 3%, G9a inh -34%[59 µM] and POLB inh inconclusive.
N#Cc1ccc2c(c1)C[C@]1(c3ccsc3)Oc3c(c(=O)oc4ccc(F)cc34)C2O1 was read as BAZ2B block inconclusive, BLM inh -19%[12.4 µM], APE1 inh -16%[12.4 µM], Anesthetic bind inconclusive and POLB inh 11µM*.
Screening Cc1ccc(-c2cc(C(=O)NCCCn3ccnc3)c3ccccc3n2)s1 returned BAZ2B block -37%, BLM inh 2%, Pol iota inh 14%, POLK inh -1%, APE1 inh 5%, Anesthetic bind 501%[activator], POLH inh -17%, G9a inh -11%[59 µM] and POLB inh 27%.
O=S(=O)(Nc1ccc(Cl)cc1)c1cccc(S(=O)(=O)c2ccc(Cl)c(Cl)c2)c1 was read as BAZ2B block -22%, BLM inh -14%, Pol iota inh -4%, POLK inh -18%, Anesthetic bind -21%, POLH inh -14%, G9a inh 1%[59 µM] and POLB inh -9%.
For CC1CCCCN1S(=O)(=O)c1ccc2c(c1)C(C)(C)C(=O)N2C (configuration not stated) the results were BAZ2B block 8%, BLM inh 1%, Pol iota inh -11%, POLK inh 11%, APE1 inh -10%, Anesthetic bind -20%, POLH inh -20% and POLB inh 2%.
Screening CC12CCC(C(=O)O)(c3nc4cc([N+](=O)[O-])ccc4nc31)C2(C)C (configuration not stated) returned BAZ2B block -16%, BLM inh -2%, Pol iota inh -24%, POLK inh -11%, APE1 inh -2%, Anesthetic bind 3%, POLH inh -1%, G9a inh -8% and POLB inh inconclusive.
Screening C[C@@H]1C=C[C@](Cc2ccccc2)(C(=O)NCCc2c[nH]c3ccccc23)N1C(=O)c1ccccc1 returned BAZ2B block inconclusive, BLM inh 2%&-8%, Pol iota inh 11%, POLK inh -17%, APE1 inh 3%&-5%, Anesthetic bind 5%&-11%, POLH inh -23%, G9a inh 50µM* and POLB inh 30%.
COc1ccc(CNC(=O)c2sc(=S)n(-c3ccccc3)c2N)cc1 was read as BAZ2B block -11%, BLM inh -3%, Pol iota inh 39%[activator], POLK inh -12%, APE1 inh -3%, Anesthetic bind -13%, POLH inh -19% and POLB inh -17%.
For O=C(CSc1ccc(Cl)cc1)NC1CCCc2ccccc21 (configuration not stated) the results were BAZ2B block 11%, BLM inh 3%, Pol iota inh -13%, POLK inh -18%, APE1 inh -7%, Anesthetic bind -1%, POLH inh -7%, G9a inh 11%[59 µM] and POLB inh -4%.
`O=C(Nc1ccc(C(=O)N2CCCCC2)cc1)c1ccc(Br)cc1` gave BAZ2B block -4%, BLM inh -6%, Pol iota inh 2%, POLK inh -4%, APE1 inh -1%, Anesthetic bind inconclusive, POLH inh -11%, G9a inh 2%[12.7 µM] and POLB inh 1%.
Screening CCOc1ccccc1CNC(=O)c1ccc2c(c1)N(Cc1ccc(C)cc1)CCS2 returned BAZ2B block 2%, BLM inh -5%, Pol iota inh -15%, POLK inh -19%, Anesthetic bind 565%[activator], G9a inh -2%[59 µM] and POLB inh 13%.
Cc1cccc(NC(=O)C2C(C(=O)O)C3C=CC2C32CC2)c1C (configuration not stated) was read as BAZ2B block 0%, BLM inh -1%, Pol iota inh 19%, POLK inh -8%, APE1 inh 22%, Anesthetic bind -20%, POLH inh -10%, G9a inh -13%[59 µM] and POLB inh 14%.

The final 4 compounds of the part above open the next one:
For O=C(CSc1ccc(Cl)cc1)NC1CCCc2ccccc21 (configuration not stated) the results were BAZ2B block 11%, BLM inh 3%, Pol iota inh -13%, POLK inh -18%, APE1 inh -7%, Anesthetic bind -1%, POLH inh -7%, G9a inh 11%[59 µM] and POLB inh -4%.
`O=C(Nc1ccc(C(=O)N2CCCCC2)cc1)c1ccc(Br)cc1` gave BAZ2B block -4%, BLM inh -6%, Pol iota inh 2%, POLK inh -4%, APE1 inh -1%, Anesthetic bind inconclusive, POLH inh -11%, G9a inh 2%[12.7 µM] and POLB inh 1%.
Screening CCOc1ccccc1CNC(=O)c1ccc2c(c1)N(Cc1ccc(C)cc1)CCS2 returned BAZ2B block 2%, BLM inh -5%, Pol iota inh -15%, POLK inh -19%, Anesthetic bind 565%[activator], G9a inh -2%[59 µM] and POLB inh 13%.
Cc1cccc(NC(=O)C2C(C(=O)O)C3C=CC2C32CC2)c1C (configuration not stated) was read as BAZ2B block 0%, BLM inh -1%, Pol iota inh 19%, POLK inh -8%, APE1 inh 22%, Anesthetic bind -20%, POLH inh -10%, G9a inh -13%[59 µM] and POLB inh 14%.
Screening O=C(CC1C(=O)NCCN1Cc1c(F)cccc1Cl)NCCC1=CCCCC1 (configuration not stated) returned BAZ2B block -28%, BLM inh -1%, Pol iota inh -8%, POLK inh -5%, APE1 inh -1%, Anesthetic bind inconclusive, POLH inh -3%, G9a inh 12% and POLB inh 0%.
Screening COc1cc(CCC(=O)OCC(=O)NCCc2ccc(S(N)(=O)=O)cc2)cc(OC)c1OC returned Pol iota inh 6%, POLK inh -7%, APE1 inh 4% and POLH inh -6%.
For NC(=O)/C(=C\c1ccncc1)c1cccc2ccccc12 the results were BAZ2B block -3%, BLM inh 2%, Pol iota inh 62%[activator], POLK inh 0%, APE1 inh -7%, Anesthetic bind 0%, POLH inh -15%, G9a inh 17% and POLB inh -3%.
`COc1cc2cc(CNc3ccccc3)c(=O)n(CC(=O)Nc3cc(C)cc(C)c3)c2cc1OC` gave BAZ2B block -17%, BLM inh -12%, Pol iota inh 46%[activator], POLK inh 1%, Anesthetic bind 5%, POLH inh inconclusive, G9a inh -40%[59 µM] and POLB inh -20%.
CCc1ccc(OCC(=O)NNC(=O)c2cnccn2)c(Br)c1 was read as BAZ2B block 7%, BLM inh 0%, Pol iota inh inconclusive, POLK inh 14%, APE1 inh -10%, Anesthetic bind -9%, POLH inh -13%, G9a inh 67%[activator] and POLB inh 20%.
For CC(=O)Nc1ccc(-n2c(C)ccc2C)cc1 the results were BAZ2B block -19%, BLM inh -5%, Pol iota inh 7%, POLK inh -17%, APE1 inh 1%, Anesthetic bind -12%, POLH inh 0%, G9a inh -28% and POLB inh -1%.
Screening CCN(CC)c1ccc(/C=N/Nc2nc(C)cc(=O)[nH]2)cc1 returned BAZ2B block -36%, BLM inh -3%, Pol iota inh 12%, POLK inh -5%, APE1 inh 13%, Anesthetic bind 3%, POLH inh -12% and POLB inh 21%.
COc1ccc(C(=O)Nc2cc(OC)c(Cl)cc2Cl)cc1 was read as BAZ2B block 4%, BLM inh -8%, Pol iota inh 65%[activator], POLK inh 4%, APE1 inh 15%, Anesthetic bind 2%, POLH inh -11%, G9a inh 43%[activator] and POLB inh 8%.
`COc1ccc(Cl)cc1-n1c(C)ccc1C` gave BAZ2B block -36%, BLM inh 4%, Pol iota inh 41%[activator], POLK inh 2%, APE1 inh 9%, Anesthetic bind -8%, POLH inh -14%, G9a inh inconclusive and POLB inh -9%.
`COc1cc(CCC(=O)Nc2ccc(C)c(S(=O)(=O)N3CCCCCC3)c2)cc(OC)c1OC` gave BAZ2B block -4%, Pol iota inh -10%, POLK inh -19%, APE1 inh 1%, POLH inh -12% and G9a inh 19%[12.7 µM].
`COc1ccccc1NC(=O)CSc1nnc(-c2ccco2)n1Cc1ccco1` gave BAZ2B block -32%, BLM inh 0%, Pol iota inh 11%, POLK inh -6%, APE1 inh -3%, Anesthetic bind -15%, POLH inh -19%, G9a inh inconclusive and POLB inh 30%.
CC(C)(O)C#Cc1ccc(C(=O)N2CCN(c3ccccc3)CC2)cc1 was read as BAZ2B block -5%, BLM inh -1%, Pol iota inh 9%, POLK inh -9%, APE1 inh 3%, Anesthetic bind -8%, POLH inh -6%, G9a inh 7% and POLB inh 33%.
Screening COc1ccc(C(=O)CN(C(=O)c2ccc(Cl)cc2)N2C(=O)C3CCCCC3C2=O)cc1 (configuration not stated) returned BAZ2B block 2%, BLM inh -3%, Pol iota inh 20%, POLK inh -6%, APE1 inh -8%, Anesthetic bind inconclusive, POLH inh -27%, G9a inh -2% and POLB inh 10%.
Cc1cccc(OCC(=O)NCCNC(=O)c2cnccn2)c1 was read as BAZ2B block 5%, BLM inh -2%, Pol iota inh inconclusive, POLK inh 2%, APE1 inh 9%, Anesthetic bind 3%, POLH inh -7%, G9a inh 16% and POLB inh -1%.
Cc1cc(=O)[nH]c(-c2ccc(C(F)(F)F)cc2)n1 was read as BAZ2B block 1%, BLM inh 0%, Pol iota inh 4%, POLK inh -7%, APE1 inh 1%, Anesthetic bind -3%, POLH inh -8%, G9a inh -5% and POLB inh 5%.
